Source: PubChem BioAssay (Sanford-Burnham Center for Chemical Genomics)
hIAP inh – human IAP inhibitors, primary screen, biochemical, luminescence, uHTS; Intestinal-type alkaline phosphatase (Homo sapiens), P09923; purified IAP, CDP-Star luminescence, 30 min; inhibition, % at 10 µM; 330,000 tested, 0.12% active; AID 2544, 2010;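 active = inhibition reaching a set limit with compound at 10 µM in the primary screen, cut at about 35% in these data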;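 also: plate controls were DMSO wells with enzyme for no effect and no-enzyme buffer wells for full effect; values of inactives mirror those of a sister screen read the other way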
mIAP act – activators of mouse IAP, primary screen, biochemical, luminescence, uHTS; intestinal alkaline phosphatase [Mus musculus]; muIAP, CDP-Star luminescence, 30 min; hits give high values; 1 = vehicle-only enzyme signal, 0 = enzyme-free wells; activation factor at 10 µM; 330,000 tested, 0.24% active;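 active = activation factor of at least 2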; also: the source names both 10 and 20 µM as test concentration; values of inactives mirror those of a sister screen read the other way
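System: Mouse IAP enzyme | Also added: CDP-Star substrate | Dosing: Compounds dispensed in DMSO | Schedule: 30 min enzyme-substrate-compound incubation at room temperature | Technique: Chemiluminescence readout | Control set: DMSO-only wells and no-enzyme negative control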
APOBEC3A inh – APOBEC3A ssDNA deaminase inhibitors, primary screen, selectivity assay for APOBEC3G inhibitor project, biochemical, FAM/TAMRA oligo cleavage fluorescence. DNA dC->dU-editing enzyme APOBEC-3A (Homo sapiens), P31941. recombinant A3A, FAM/TAMRA ssDNA deamination fluorescence. inhibition, % at 20 µM. 330,000 tested, 0.41% active;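 active = at least 40% inhibition at 20 µM here, with at most 30% in a related deaminase screen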;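 also: plate controls were A3A with DMSO for no effect and wells lacking A3A enzyme for full effect; some results filed as inactive read as strong as hits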
Target sequence (P31941 whole entry, looked up): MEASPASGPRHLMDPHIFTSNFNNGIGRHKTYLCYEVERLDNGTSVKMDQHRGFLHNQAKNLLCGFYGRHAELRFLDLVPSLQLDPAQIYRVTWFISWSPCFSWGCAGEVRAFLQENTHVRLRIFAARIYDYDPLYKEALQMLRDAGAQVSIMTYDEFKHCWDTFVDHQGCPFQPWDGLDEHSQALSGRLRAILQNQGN
NALP3 yeast inh – NALP3 inflammasome inhibitors in reconstituted yeast, primary screen, luminescence, uHTS; Yeast reconstituted NLRP3/ASC/caspase-1, beta-gal luminescence, 24 h; inhibition, % at 10 µM; 330,000 tested, 0.39% active; AID 2825, 2010;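 active = inhibition of 50% or more; inactive = inhibition below 50%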;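 also: plate controls were induced DMSO wells for no effect and uninduced yeast grown without galactose for full effect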
tim10-1 inh – growth inhibitors of tim10-1 mutant yeast, primary screen, luminescence, uHTS; AID 463190, 2010; S. cerevisiae tim10-1 ts strain growth, BacTiter-Glo, 24 h; inhibition, % at 20 µM; 330,000 tested, 2.2% active;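 active = inhibition of at least 40%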;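 also: mutant grown at 25 °C; 0% = DMSO wells with yeast and 100% = wells holding no yeast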
MIN6 prolif – inducers of MIN6 beta-cell proliferation, primary screen, ATP luminescence, uHTS. MIN6 cells proliferation, ATPlite luminescence, 48 h; cells starved in 0.2% serum; 100% = growth in 10% serum. proliferation, % at 10 µM. 330,000 tested, 0.29% active. AID 2380, 2010;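 active = compounds whose signal lies at least 3.5 SD above the mean of all wells on their plate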;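 also: 0% = DMSO-treated cells in low-serum medium and 100% = 10% serum control; some compounds called inactive have numbers as strong as hits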
A3G deaminase – APOBEC3G DNA deaminase inhibitors, primary screen, biochemical, fluorescence, single-stranded DNA substrate, uHTS. inhibition, % at 20 µM. 330,000 tested, 0.28% active. recombinant A3G, ssDNA deamination FAM/TAMRA fluorescence. DNA dC->dU-editing enzyme APOBEC-3G (Homo sapiens), Q9HC16;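 active = inhibition of at least 40% at 20 µM, with no more than 30% in the related APOBEC3A deaminase screen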;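 also: plate controls were DMSO wells with A3G for no effect and wells lacking A3G enzyme for full effect; some compounds called inactive have numbers as strong as hits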
Target sequence (Q9HC16 whole entry, looked up): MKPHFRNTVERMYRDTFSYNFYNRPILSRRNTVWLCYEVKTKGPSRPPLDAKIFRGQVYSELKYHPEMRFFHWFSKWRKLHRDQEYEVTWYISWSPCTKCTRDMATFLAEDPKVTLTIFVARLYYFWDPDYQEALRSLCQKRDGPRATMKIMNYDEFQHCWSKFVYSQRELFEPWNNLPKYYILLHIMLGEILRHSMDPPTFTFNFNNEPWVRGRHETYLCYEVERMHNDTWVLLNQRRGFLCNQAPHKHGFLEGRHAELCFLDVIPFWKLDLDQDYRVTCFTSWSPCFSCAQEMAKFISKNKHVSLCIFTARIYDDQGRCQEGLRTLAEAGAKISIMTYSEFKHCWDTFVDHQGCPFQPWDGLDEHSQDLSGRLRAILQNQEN
mIAP inh – inhibitors of mouse IAP, primary screen, biochemical, luminescence, uHTS; intestinal alkaline phosphatase [Mus musculus]; purified mouse IAP, CDP-Star luminescence, 30 min; inhibition, % at 10 µM; 330,000 tested, 0.2% active; AID 2806, 2010;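 active = inhibition of at least 40% at 10 µM in the primary screen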;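 also: plate controls were DMSO with enzyme for no effect and no enzyme wells for full effect; values of inactives mirror those of a sister screen read the other way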
TIM10 inh – growth inhibitors of isogenic TIM10 control yeast, primary screen, counter-screen for tim10-1 yeast inhibitor project, luminescence, uHTS. S. cerevisiae TIM10 strain growth, BacTiter-Glo luminescence, 24 h. inhibition, % at 10 µM. 330,000 tested, 1.4% active. AID 463195, 2010;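 active = inhibition of 40% or more at the single tested concentration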;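 also: wild-type TIM10 isogenic control strain grown at permissive 25 °C; 0% = DMSO yeast wells and 100% = minimal medium wells without yeast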
Starred values were filed as active, the others as inactive.

What do the screens show for `Cc1cccc(N2CCN(C(=O)c3ccc(CS(=O)Cc4ccc(Cl)cc4)o3)CC2)c1C` (stereo not drawn)?
hIAP inh: -2; mIAP act: 0.98; APOBEC3A inh: -4; NALP3 yeast inh: 11; tim10-1 inh: 54*; MIN6 prolif: -6; A3G deaminase: -8; mIAP inh: 2; TIM10 inh: 24

How did CCCNC(=O)C1(CC2CC(c3ccccc3)=NO2)CCN(C(=O)C2(C)CC2)CC1 (stereo not drawn) do in these assays?
hIAP inh: -4; mIAP act: 1; APOBEC3A inh: 1; NALP3 yeast inh: 22; tim10-1 inh: -7; MIN6 prolif: -7; A3G deaminase: -5; mIAP inh: -4; TIM10 inh: -3

Results for CC(=O)C12CC(C)=C(C)CC1CC1C3CCC4=CC(=O)CCC4(C)C3CCC12C (stereo not drawn) ?
hIAP inh: 4; mIAP act: 0.99; APOBEC3A inh: 2; NALP3 yeast inh: -1; tim10-1 inh: 13; MIN6 prolif: -3; A3G deaminase: -2; mIAP inh: 1; TIM10 inh: 22

What do the screens show for `CC1=C(C(=O)Nc2ccccc2C)C(c2ccc(C)o2)C2=C(CCCC2=O)N1` (stereo not drawn)?
hIAP inh: -1; mIAP act: 1; APOBEC3A inh: -2; NALP3 yeast inh: 1; tim10-1 inh: -6; MIN6 prolif: 2; A3G deaminase: -2; mIAP inh: -4; TIM10 inh: 4

What do the screens show for `COc1ccc(C(=O)OCC(=O)c2ccc(C)c(S(=O)(=O)N3CCOCC3)c2)cc1OC`?
hIAP inh: -8; mIAP act: 1; APOBEC3A inh: 0; NALP3 yeast inh: 0; tim10-1 inh: 0; MIN6 prolif: -1; A3G deaminase: -5; mIAP inh: 0; TIM10 inh: 8

How did S=C(Cc1ccccc1)NCCc1ccccc1 do in these assays?
hIAP inh: 3; mIAP act: 1.2; APOBEC3A inh: -9; NALP3 yeast inh: 19; tim10-1 inh: 26; MIN6 prolif: -1; A3G deaminase: -12; mIAP inh: -17; TIM10 inh: -5

What do the screens show for `CC(Sc1ccsc1[N+](=O)[O-])C(=O)NCCc1ccc(Cl)cc1` (stereo not drawn)?
hIAP inh: 9; mIAP act: 0.87; APOBEC3A inh: -4; NALP3 yeast inh: 21; tim10-1 inh: -20; MIN6 prolif: -1; A3G deaminase: -5; mIAP inh: 13; TIM10 inh: -35

What do the screens show for `Cc1ccc(S(=O)(=O)N(C)C)cc1NC(=O)COC(=O)c1ccc2c(c1)OCO2`?
hIAP inh: -15; mIAP act: 1.1; APOBEC3A inh: 1; NALP3 yeast inh: 16; tim10-1 inh: -1; MIN6 prolif: -1; A3G deaminase: -1; mIAP inh: -6; TIM10 inh: -10

How did COc1ccc(-c2ccnc3c(C#N)cnn23)cc1 do in these assays?
hIAP inh: -5; mIAP act: 0.86; APOBEC3A inh: -1; NALP3 yeast inh: 30; tim10-1 inh: 19; MIN6 prolif: 4; A3G deaminase: -4; mIAP inh: 14; TIM10 inh: 13

How did C[C@H](CO)N1C[C@H](C)[C@@H](CN(C)C(=O)Nc2ccc3c(c2)OCO3)Oc2c(cccc2N(C)C)C1=O do in these assays?
hIAP inh: -10; mIAP act: 0.97; APOBEC3A inh: -5; NALP3 yeast inh: -7; tim10-1 inh: 12; MIN6 prolif: -3; A3G deaminase: -1; mIAP inh: 3; TIM10 inh: 8

Results for CC(C(=O)NCC1CCCCC1)N(C)CC(=O)Nc1ccc(N2CCOCC2)cc1 (stereo not drawn) ?
hIAP inh: 9; mIAP act: 1; APOBEC3A inh: -2; NALP3 yeast inh: 4; tim10-1 inh: 11; MIN6 prolif: -1; A3G deaminase: -4; mIAP inh: -2; TIM10 inh: 13

What do the screens show for `CN(Cc1ccccc1)C(=O)CCS(=O)(=O)c1ccc2c(c1)n(C)c(=O)c(=O)n2C`?
hIAP inh: -9; mIAP act: 1.1; APOBEC3A inh: -3; NALP3 yeast inh: 6; tim10-1 inh: 14; MIN6 prolif: 0; A3G deaminase: -3; mIAP inh: -8; TIM10 inh: 40*

How did Cn1c(=O)c2c(nc(SCc3ccc(F)cc3)n2C)n(C)c1=O do in these assays?
hIAP inh: 14; mIAP act: 0.91; APOBEC3A inh: -6; NALP3 yeast inh: 15; tim10-1 inh: -1; MIN6 prolif: 1; A3G deaminase: -4; mIAP inh: 9; TIM10 inh: -13

How did COc1ccc(NC(=O)CSc2nc3c(cc2C#N)CN(C)CC3)cc1 do in these assays?
hIAP inh: 5; mIAP act: 0.74; APOBEC3A inh: -3; NALP3 yeast inh: 19; tim10-1 inh: 9; MIN6 prolif: -3; A3G deaminase: -5; mIAP inh: 26; TIM10 inh: 9

Results for O=C(NNC(=O)c1ccncc1)Nc1cccc(C(F)(F)F)c1 ?
hIAP inh: -25; mIAP act: 1; APOBEC3A inh: -4; NALP3 yeast inh: 21; tim10-1 inh: 2; MIN6 prolif: -1; A3G deaminase: -9; mIAP inh: -2; TIM10 inh: -3

How did COc1ccc(Cn2c(CCC(=O)NCc3ccco3)nc3cccnc32)cc1 do in these assays?
hIAP inh: 3; mIAP act: 0.95; APOBEC3A inh: 0; NALP3 yeast inh: 13; tim10-1 inh: 17; MIN6 prolif: -2; A3G deaminase: -3; mIAP inh: 5; TIM10 inh: 12

How did COc1cccc(CNc2ccc(F)c([N+](=O)[O-])c2)c1O do in these assays?
hIAP inh: -7; mIAP act: 0.93; APOBEC3A inh: -3; NALP3 yeast inh: 41; tim10-1 inh: 36; MIN6 prolif: -3; A3G deaminase: -4; mIAP inh: 7; TIM10 inh: 15

How did Cc1cccc(NC(=O)c2cccc(N3C(=O)C4C5CCC(C5)C4C3=O)c2)c1C (stereo not drawn) do in these assays?
hIAP inh: 10; mIAP act: 1.1; APOBEC3A inh: -2; NALP3 yeast inh: -6; tim10-1 inh: 10; MIN6 prolif: -2; A3G deaminase: -3; mIAP inh: -9; TIM10 inh: 10

What do the screens show for `Cc1ccc(CCN=c2c([N+](=O)[O-])nn(-c3ccccc3)n2O)cc1`?
hIAP inh: 22; mIAP act: 0.88; APOBEC3A inh: 6; NALP3 yeast inh: 2; tim10-1 inh: 33; MIN6 prolif: -5; A3G deaminase: -5; mIAP inh: 12; TIM10 inh: 20

How did Cc1ccc(NC(=O)CCN2CCN(CCO)CC2)cc1Br do in these assays?
hIAP inh: 5; mIAP act: 1.1; APOBEC3A inh: -2; NALP3 yeast inh: 4; tim10-1 inh: 15; MIN6 prolif: -4; A3G deaminase: -11; mIAP inh: -6; TIM10 inh: -2

Looked up one by one from the list above (3):
What do the screens show for `COc1ccc(C(=O)OCC(=O)c2ccc(C)c(S(=O)(=O)N3CCOCC3)c2)cc1OC`?
hIAP inh: -8; mIAP act: 1; APOBEC3A inh: 0; NALP3 yeast inh: 0; tim10-1 inh: 0; MIN6 prolif: -1; A3G deaminase: -5; mIAP inh: 0; TIM10 inh: 8

What do the screens show for `CN(Cc1ccccc1)C(=O)CCS(=O)(=O)c1ccc2c(c1)n(C)c(=O)c(=O)n2C`?
hIAP inh: -9; mIAP act: 1.1; APOBEC3A inh: -3; NALP3 yeast inh: 6; tim10-1 inh: 14; MIN6 prolif: 0; A3G deaminase: -3; mIAP inh: -8; TIM10 inh: 40*

How did COc1ccc(NC(=O)CSc2nc3c(cc2C#N)CN(C)CC3)cc1 do in these assays?
hIAP inh: 5; mIAP act: 0.74; APOBEC3A inh: -3; NALP3 yeast inh: 19; tim10-1 inh: 9; MIN6 prolif: -3; A3G deaminase: -5; mIAP inh: 26; TIM10 inh: 9

(more compounds)
What do the screens show for `O=C(Nc1ccccc1)N1CCc2ccccc2C1`?
hIAP inh: 20; mIAP act: 1; APOBEC3A inh: -4; NALP3 yeast inh: 20; tim10-1 inh: 4; MIN6 prolif: -2; A3G deaminase: -4; mIAP inh: -3; TIM10 inh: 12

How did CCOC(=O)c1c(C)c(C(=O)NCc2ccccc2OC)c(C)n1C do in these assays?
hIAP inh: -6; mIAP act: 0.81; APOBEC3A inh: 6; NALP3 yeast inh: 6; tim10-1 inh: 15; MIN6 prolif: -1; A3G deaminase: -1; mIAP inh: 19; TIM10 inh: 3

How did CC(=O)c1ccc(NC(=S)NCc2ccco2)cc1 do in these assays?
hIAP inh: -27; mIAP act: 0.95; APOBEC3A inh: 3; NALP3 yeast inh: 14; tim10-1 inh: -29; MIN6 prolif: -2; A3G deaminase: -3; mIAP inh: 5; TIM10 inh: -9

How did CCN1CCCc2cc(CN(CCN3CCOCC3)C(=S)Nc3ccc(OC)cc3)ccc21 do in these assays?
hIAP inh: 14; mIAP act: 1; APOBEC3A inh: 0; NALP3 yeast inh: 12; tim10-1 inh: -5; MIN6 prolif: 1; A3G deaminase: -3; mIAP inh: 0; TIM10 inh: -3

How did O=C1c2ccccc2C(=O)N1CC(O)COc1ccccc1Cl (stereo not drawn) do in these assays?
hIAP inh: -12; mIAP act: 0.96; APOBEC3A inh: -5; NALP3 yeast inh: 5; tim10-1 inh: 12; MIN6 prolif: -5; A3G deaminase: -7; mIAP inh: 4; TIM10 inh: 3

What do the screens show for `CC(=O)Nc1ccc(S(=O)(=O)N[C@@H](C)C(=O)OCC(=O)c2ccc(C)cc2)cc1`?
hIAP inh: 9; mIAP act: 0.96; APOBEC3A inh: 0; NALP3 yeast inh: -4; tim10-1 inh: 10; MIN6 prolif: -3; A3G deaminase: -1; mIAP inh: 4; TIM10 inh: 9

What do the screens show for `CCc1ccccc1NC(=O)C1CCCC1`?
hIAP inh: 10; mIAP act: 1.1; APOBEC3A inh: -2; NALP3 yeast inh: -34; tim10-1 inh: -5; MIN6 prolif: -2; A3G deaminase: -3; mIAP inh: -15; TIM10 inh: -9

What do the screens show for `O=Cc1ccc(OC(=O)C2CC(=O)N(c3ccc(F)cc3)C2)cc1` (stereo not drawn)?
hIAP inh: -21; mIAP act: 1; APOBEC3A inh: 0; NALP3 yeast inh: -12; tim10-1 inh: 24; MIN6 prolif: -4; A3G deaminase: 1; mIAP inh: -2; TIM10 inh: 16

What do the screens show for `O=[N+]([O-])c1ccc(Nc2ccccc2F)nc1`?
hIAP inh: -3; mIAP act: 1.2; APOBEC3A inh: -7; NALP3 yeast inh: 17; tim10-1 inh: 39; MIN6 prolif: 0; A3G deaminase: -6; mIAP inh: -18; TIM10 inh: 17

How did C/C(=C/c1ccccc1)C(=O)N1CCN(c2ccc(F)cc2)CC1 do in these assays?
hIAP inh: 0; mIAP act: 0.93; APOBEC3A inh: -6; NALP3 yeast inh: -3; tim10-1 inh: 33; MIN6 prolif: -4; A3G deaminase: -8; mIAP inh: 7; TIM10 inh: 15
